# PI5P4K alpha inh: inhibitors of human PI5P4K alpha | P48426 | max response, % | actives 1.2% (n = 330,000) | AID 652105 | PI5P4Kalpha enzyme, ADP-Glo luminescence, 60 min; stronger effect = lower value; active means max response of -50% or lower; inconclusive means between -30% and -50%; inactive means -30% or higher; further: value at the top dose of about 77 µM; on the % scale 0 is the no-effect control and ±100 the full control effect
#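 Enzyme plus substrate dispensed, test compounds pinned in, then ATP (5 microM final) added. After 60 min at RT, ADP-Glo reagent 1 for 45 min and reagent 2 for 30 min preceded luminescence imaging.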
# EPAC2 ag: agonists of human EPAC2 (RAPGEF4) | Potency, µM (highest dose often 154 µM), inactives show top-dose activation, usual class: activators | actives 0.079% (n = 360,000) | AID 720711 | EPAC2 activation, biochemical qHTS; response scale: 100% = 6.5 mM cAMP response; further: potency means the concentration at half of the fitted maximal effect; nearly all actives have a fitted effect of over 50% in size
# Target sequence (Q8WZA2 whole entry, looked up): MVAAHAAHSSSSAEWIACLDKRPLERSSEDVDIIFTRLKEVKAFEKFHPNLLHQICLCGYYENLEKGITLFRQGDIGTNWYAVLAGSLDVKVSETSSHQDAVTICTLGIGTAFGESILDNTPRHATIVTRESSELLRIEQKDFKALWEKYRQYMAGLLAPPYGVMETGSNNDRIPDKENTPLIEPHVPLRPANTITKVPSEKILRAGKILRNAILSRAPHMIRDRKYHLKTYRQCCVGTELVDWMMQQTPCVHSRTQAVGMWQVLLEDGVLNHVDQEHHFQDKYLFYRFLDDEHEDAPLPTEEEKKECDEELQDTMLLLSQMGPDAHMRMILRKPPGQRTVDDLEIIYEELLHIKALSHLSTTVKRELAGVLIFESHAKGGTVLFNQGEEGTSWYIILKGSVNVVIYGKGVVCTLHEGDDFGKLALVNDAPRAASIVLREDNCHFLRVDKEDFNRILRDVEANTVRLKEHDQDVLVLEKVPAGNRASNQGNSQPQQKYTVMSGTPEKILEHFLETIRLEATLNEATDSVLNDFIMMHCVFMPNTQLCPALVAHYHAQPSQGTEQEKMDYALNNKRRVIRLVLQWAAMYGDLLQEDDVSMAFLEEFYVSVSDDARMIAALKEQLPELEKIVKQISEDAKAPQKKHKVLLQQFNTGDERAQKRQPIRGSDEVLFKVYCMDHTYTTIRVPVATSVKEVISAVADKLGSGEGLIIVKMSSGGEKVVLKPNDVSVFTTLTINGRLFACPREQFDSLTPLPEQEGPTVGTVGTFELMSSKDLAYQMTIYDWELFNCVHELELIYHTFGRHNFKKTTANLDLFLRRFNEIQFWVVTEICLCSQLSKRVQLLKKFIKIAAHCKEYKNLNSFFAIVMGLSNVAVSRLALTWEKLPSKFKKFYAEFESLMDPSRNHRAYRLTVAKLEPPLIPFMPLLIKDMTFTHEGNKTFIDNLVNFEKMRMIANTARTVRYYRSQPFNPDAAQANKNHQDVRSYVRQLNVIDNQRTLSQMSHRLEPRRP
#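 Nucleotide exchange monitored as fluorescence drop when BODIPY-GDP leaves Rap1B. Reaction: 100 nM EPAC2, 250 nM RAP1B-BODIPY-GDP, 50 uM GDP, room temperature, kinetic read over 30 min. Activity expressed relative to 6.5 mM cAMP.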
# PLK1 PBD block: inhibitors of human PLK1 polo-box domain binding; Plk1 PBD binding of FITC phosphopeptide, fluorescence polarization; Potency, µM, for inactives: max response, negative = inhibition, actives largely listed as inhibitors; actives 2.8% (n = 360,000); AID 720504; further: potency means the concentration at half of the fitted maximal effect; series mostly up to about 57 µM; on the % scale 0 is the no-effect control and ±100 the full control effect; nearly all actives have a fitted effect of over 65% in size
# EPAC1 antagonist: EPAC1 (human) antagonism | O95398 | EPAC1 GEF assay, Rap1b-BODIPY-GDP exchange fluorescence | Potency, µM (highest dose often 115 µM), for inactives: at the highest dose activity change, negative = inhibition, actives largely listed as inhibitors | actives 0.14% (n = 360,000) | AID 720709;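 further: potency means the concentration at half of the fitted maximal effect; plate controls were vehicle for no effect and positive control for full effect; nearly all actives have a fitted effect of over 50% in size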
# EPAC1 agonist: activates human EPAC1 exchange factor. O95398. EPAC1 agonist qHTS, biochemical assay; response scale: 100% = response to 6.5 mM cAMP. Potency, µM (doses to about 154 µM), for inactives: at the top dose activation, hits mostly activators. actives 0.073% (n = 360,000); further: potency means the concentration at half of the fitted maximal effect; nearly all actives have a fitted effect of over 60% in size
#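 Compounds were pinned as a concentration titration into mixtures of EPAC1 (100 nM), BODIPY-GDP-loaded Rap1B (250 nM) and GDP (50 uM). After 5 min at room temperature, fluorescence was followed for 30 min; activity was scaled to 6.5 mM cAMP.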
# WRN inhibitor: inhibitors of human WRN helicase | WRN helicase unwinding, fluorescent forked duplex, kinetic | Potency, µM (top dose mostly 114 µM), inactives show top-dose activity change, negative = inhibition, usual class: inhibitors | Q14191 | actives 0.46% (n = 360,000); further: potency means the concentration at half of the fitted maximal effect; on the % scale 0 is the no-effect control and ±100 the full control effect; nearly all actives have a fitted effect of over 55% in size
#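 WRN at 20 nM final preincubated with compound 15 min at room temperature; reaction started with 100 nM fluorophore/quencher forked duplex oligonucleotide and 2 mM ATP final. Unwinding followed kinetically by red fluorescence (ex 525, em 598 nm).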
# CCT modulator: changes cytosolic chaperonin activity. purified chaperonin ATPase assay, HTRF ADP detection, 30 min. actives 0.3% (n = 360,000). activity change, % (test concentration not listed), hits read low; in the data active means activity change below about -30%; further: on the % scale 0 is the no-effect control and ±100 the full control effect
#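 We incubate TRiC, 40 or 20 nM final, with library compounds at 76 uM and 10 uM ATP for 30 min at 37 °C. ADP formed is detected with Transcreener HTRF reagents after 30 min at room temperature.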
# IL2 activator: IL-2 activation; activation, % (series mostly up to about 46 µM); actives 0.065% (n = 360,000); IL-2 activation reporter assay, cell-based qHTS; stimulated with anti-CD3/CD4/CD28 beads; in transgenic mouse T cells; in the data active means activation above about 50%; inconclusive means mostly about 30% to 49%; further: 0% is about no effect
#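 Using fluorescent plate cytometry, EGFP and DsRed are detected in transgenic mouse T cells stimulated 18 h at 37 degrees C with antibody-coated beads after 60 min compound pretreatment.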
# * marks the source's active call; other numbers are inactive results; ? = inconclusive; nt = not tested or not shown; & = joins results of further samples; [ ] = remark or other dose. Unless noted, the call rests on the fitted dose curve; in most records, active means well fitted curve in the direction sought with a large enough effect; inconclusive means small, poorly fitted or top-dose-only effect, or another doubt; inactive means no such curve, though single readings can be large; an effect the other way counts as inactive or inconclusive. These rows are one share of the data; the hit share may differ from the screen's.
SMILES,PI5P4K alpha inh,EPAC2 ag,PLK1 PBD block,EPAC1 antagonist,EPAC1 agonist,WRN inhibitor,CCT modulator,IL2 activator
COc1ccc(NC(=O)CCCCCN2C(=O)c3ccccc3C2=O)c(OC)c1,1,6%,0%,-15%,-6%,5%,-2.8,-0.2
S=C(NC1CCCC1)N1CCN(c2ncccn2)CC1,-7,5%,-8%,29%,-12%,2%,-1.6,-0.8
Cc1ccc(C2N=C(N)Nc3nc4ccccc4n32)cc1 (stereo not drawn),7,-1%,-6%,4%,0%,7%,-0.7,1.8
O=C1CC(c2ccc(S(=O)(=O)Nc3cc(C(F)(F)F)cc(C(F)(F)F)c3)cc2)CN1 (stereo not drawn),nt,-9%,-10%,3%,-7%,-1%,-1.2,-3.4
COc1cc(OC)cc(-c2nnc(NC(=O)CCS(=O)(=O)c3ccc(F)cc3)o2)c1,6,4%,-2%,-14%,1%,-19%,3.2,-0.5
C1=C[C@H]2CCCN3CC[C@@H]([C@@H]2[C@]32CO2)[C@H]1CCOCc1ccccc1,2,7%,-3%,5%,3%,0%,0.4,-1.1
O=S(=O)(NC1CCCCC1Nc1ccc(Cl)cc1)c1ccccc1 (stereo not drawn),5,7%,-9%,-12%,3%,-22%,0.4,0.5
Fc1ccc(CN2CCC(Cc3ccccc3)CC2)cc1F,-1,-1%,-2%,?,4%,-5%,-2.1,3.0
Cc1ccc(Cl)c(OCCN2CCc3ccccc3C2)c1,0,15%,-11%,-9%,9%,-3%,-3.3,-0.5
CCCCOC(=O)n1c(=S)oc2cc(Cl)ccc21,-55*,-3%,?,-12%,4%,2%,-2.2,0.7

# Copied from the list:
# EPAC1 agonist result of CCCCOC(=O)n1c(=S)oc2cc(Cl)ccc21 is entered as 4%
# PLK1 PBD block result of S=C(NC1CCCC1)N1CCN(c2ncccn2)CC1 is entered as -8%
# PLK1 PBD block result of Cc1ccc(Cl)c(OCCN2CCc3ccccc3C2)c1 is entered as -11%

# Going on with the list:
SMILES,PI5P4K alpha inh,EPAC2 ag,PLK1 PBD block,EPAC1 antagonist,EPAC1 agonist,WRN inhibitor,CCT modulator,IL2 activator
COc1ccc(N2C(=O)C3C4C=CC(C4)C3C2=O)nn1 (stereo not drawn),0,2%,?,-2%,14%,-4%,1.4,0.6
Cc1c(N=C2C=CC(=O)c3ccccc32)c(=O)n(-c2ccccc2)n1C,-62*,25%,19µM*,?,16%,-21%,-6.8,-0.2
O=C(c1ccccc1Br)N1CCCC(c2nc(-c3cccs3)no2)C1 (stereo not drawn),1,14%,-8%,3%,6%,-1%,-2.8,-0.7
CCn1c(C)cc(C)c(C#N)c1=O,-1,5%,-19%,1%,4%,6%,-1.9,-2.3
CC(Oc1ccccc1F)C(=O)NNC(=O)CCNC(=O)c1ccccc1Cl (stereo not drawn),-4,13%,-3%,0%,2%,?,-2.4,-2.4
C=CCn1c(SCC(=O)Nc2ccc(-c3nc4ccc(C)cc4s3)cc2)nnc1-c1ccncc1,9,-9%,-6%,-2%,4%,-17%,-2.8,2.1
CCOc1cc(C)ccc1OCc1nnc(SCC(=O)c2cccc([N+](=O)[O-])c2)n1CC,nt,-28%,?,-4%,11%,-5%,-22,-1.8
CC(C)c1ccc(-c2nc(N3CCCCCC3)nc3n[nH]c(N)c23)cc1,25,-3%,-9%,5%,8%,-11%,-1.1,-1.7
CCCCn1c(=N)n(CC(=O)c2ccco2)c2ccccc21,nt,5%,2%,12%,11%,-9%,1.4,-2.4
CCCCCC(=O)NC(Nc1ccc(S(N)(=O)=O)cc1)C(Cl)(Cl)Cl (stereo not drawn),-1,-3%,-2%,-10%,-9%,-9%,-3.8,-2.9
CC(C)(C)c1ccc(OCc2ccc(C(=O)N/N=C/c3ccc([N+](=O)[O-])cc3)o2)cc1,1,-5%,-5%,-12%,-5%,17%[57.1 µM],-2.0,-1.4
O=C(NC(=S)Nc1ccccc1[N+](=O)[O-])c1ccco1,-8,2%,?,11%,-9%,11%,1.3,-3.5
COC(=O)c1ccccc1NC(=S)NC(=O)c1ccccc1,-11,8%,27µM*,-30%,-5%,-11%,-3.8,-0.5
Cc1ccc(Cl)c(NC(=O)COC(=O)c2nn(C)c(=O)c3ccccc23)c1Cl,-3,5%,-14%,-1%,8%,-8%,-43*,2.4
Cn1cc(C(=O)c2ccccc2)cc1-c1nc2ccccc2n1C,-5,1%,0%,4%,-6%,3%,-1.4,1.3
COc1ccccc1-c1noc(CCC(=O)NC2CCCCC2)n1,-6,12%,-9%,2%,-1%,-27%,-21,-2.8
COc1ccc(Cc2noc(COc3ccc(Cl)cc3)n2)cc1,nt,14%,-2%,-3%,13%,-18%,-1.0,-0.6
N#Cc1ccccc1Cn1c(=O)oc2ccccc21,4,5%,2%,-10%,2%,5%,0.9,0.0
O=C(Nc1cc(S(=O)(=O)Nc2ccccc2Cl)ccc1O)c1cc2c(s1)CCCC2,-6,3%,-5%,-4%,-6%,-9%,-1.9,-0.6
Cc1ccc(C)c(N(C)C(=O)c2coc(=O)c3ccccc23)c1,3,4%,-1%,13%,-3%,-16%,-1.1,-1.4
CC(=O)C1=CCC(c2ccccc2)N(S(=O)(=O)c2ccccc2C)C1 (stereo not drawn),8&-3,10%&11%,-9%&-1%,3%&0%,19%&4%,-10%&-8%,0.2&0.4,1.0&-0.2
c1ccc(OCCOCCOc2ccccc2)cc1,-8,16%,-8%,-6%,7%,2%,-4.3,-0.2
COc1ccc(S(=O)(=O)N(Cc2cccs2)C2CCCC2)cc1,7,22%,-6%,-23%,13%,-9%,-5.0,-0.4
COc1ccc(OC)c(S(=O)(=O)N/N=C\c2ccc3c(c2)OCO3)c1,2,9%,-7%,-17%,-3%,-2%,1.3,-2.3
CC1Cc2ccccc2N1C(=O)CCS(=O)(=O)c1cccs1 (stereo not drawn),-1,-2%,-9%,23%,6%,-2%,-0.7,-1.6
C[C@H](CO)N1C[C@H](C)[C@@H](CN(C)S(=O)(=O)c2cccs2)Oc2c(NC(=O)Nc3ccc4c(c3)OCO4)cccc2C1=O,-2,8%,-5%,-25%,0%,5%,-0.3,0.3
CN1CCN(C(=O)COCc2cc(-c3ccc4c(c3)OCO4)on2)CC1,0,5%,-11%,-26%,2%,5%,-0.8,-1.0
Cc1c(NC(=O)Cn2cc([N+](=O)[O-])cn2)c(=O)n(-c2ccccc2)n1C,-5,0%,3%,16%,-10%,4%,-3.3,0.7
Cc1cc(C)n(CC(O)Cn2c3ccccc3c3ccccc32)n1 (stereo not drawn),9,5%,-7%,-8%,15%,-8%,-2.3,-0.2
CCCC(C)C(=O)OCC(=O)Nc1c(Br)cc(C)cc1Br (stereo not drawn),1,-5%,-5%,-18%,-4%,-13%,-0.2,-1.4
Cc1cc(NC(=O)Nc2cc(F)ccc2F)no1,-9,2%,-4%,-10%,-1%,2%,0.9,-2.7
Cc1ncc([N+](=O)[O-])n1CC(=O)Nc1ccc(Br)cc1,0,-6%,-7%,20%,-3%,-5%[57.1 µM],-1.5,3.6
Cc1ccc(S(=O)(=O)CCN2CCC(n3cccc3)CC2)cc1,3,14%,0%,4%,7%,-4%,-0.3,-3.0
CSc1nc(C)c(CCO)c(=O)[nH]1,2,10%,-14%,9%,-1%,-1%,-2.1,1.2
CC(Oc1ccccc1)C(=O)N1CCCc2ccccc21 (stereo not drawn),nt,5%,-7%,-12%,1%,3%,2.3,-0.4
CC(NC(=S)NCc1ccccc1)C12CC3CC(CC(C3)C1)C2 (stereo not drawn),1,8%,-11%,6%,11%,3%,0.5,0.0
CC1CC(=O)c2cc(-c3ccccc3)oc2C1 (stereo not drawn),-2,1%,4%,2%,-11%,3%,1.4,-2.4
ONC(=Nc1ccc(Cl)cc1)c1ccc(Cl)cc1,1,15%,-8%,-1%,17%,-2%,-1.0,-3.2
Cn1c(SCc2cc(=O)[nH]c(C(C)(C)C)n2)nnc1C(F)(F)F,1,5%,-4%,-15%,-7%,-2%,-0.1,0.0
CCc1cccc(C)c1NC(=S)NCc1ccc2c(c1)cc(C)n2C,-7,-3%,-7%,19%,-12%,-24%,-0.2,-3.6
Fc1ccc(CNC(=S)NC2CCCC2)cc1,-2,-4%,-4%,3%,-9%,-5%,0.2,-3.0
COc1ccc(N2CCN(CCCNC(=O)c3cc4sccc4n3C)CC2)cc1,nt,11%,-1%,0%,2%,-6%,-1.1,-3.9
COc1ccc(/C=C/C(=O)c2ccccc2O)cc1,-2,20%,-10%,4%,-6%,-2%,-3.9,1.3
CCOC(=O)N1CCN(C(=O)c2cc(COc3ccc(F)cc3F)on2)CC1,2,-3%,5%,?,-9%,-4%,-6.2,1.3
CC(C)OP(=O)(c1ccc(N(C)C)cc1)C(O)c1ccccc1 (stereo not drawn),0,-15%,1%,1%,-7%,6%,-1.2,-3.8
O=C1CCCC/C1=C\Nc1ccc(C(=O)O)c(O)c1,-24,10%,-16%,-3%,3%,-1%,-2.0,-0.2
CCc1nn2cc(C(=O)c3ccccc3O)cnc2c1-c1ccc(F)cc1,6,8%,-2%,-10%,5%,-6%,-2.1,-0.3
COc1ccc(N2CC(C(=O)Nc3ccc(F)cc3F)CC2=O)cc1 (stereo not drawn),-5,0%[15.6 µM],3%,0%,-9%,9%,-2.3,-0.7
Cc1ccc(Cl)cc1N1C(=O)CC(C)(C)CC1=O,-1,6%,-5%,17%,-7%,-2%,2.0,-0.7
O=C(O)c1cccnc1SCc1cccc(Br)c1,-4,13%,-4%,10%,-4%,-3%,-0.5,-1.4
N#Cc1nc(-c2ccc(Cl)cc2)oc1NCc1cccc2c1OCO2,nt,1%,-2%,-1%,2%,-8%,-4.1,-0.8
Cc1[nH]c(=O)[nH]c(=O)c1S(=O)(=O)N1CCC(C(=O)N2CCN(c3cccc(C(F)(F)F)c3)CC2)CC1,1,-3%,-2%,-4%,10%,4%,1.0,1.0
Cn1c(=O)c2c(nc(OCc3ccccc3)n2C)n(C)c1=O,1,-4%,1%,7%,11%,4%,-0.1,-0.3
